# JMJD2A Tudor: inhibitors of human JMJD2A Tudor domain | O75164 | AlphaScreen JMJD2A-Tudor / H3K4me3 peptide binding | Potency, µM (series often up to 114 µM), inactives show at the top dose activity change, negative = inhibition, most hits filed as inhibitors | 4.4% of 390,000 active | AID 504339; note: % is set by controls: 0 for no effect and ±100 for the full control effect; nearly all actives have a fitted effect of over 50% in size
# POLK inh: inhibitors of human DNA polymerase kappa. purified Pol kappa, fluorescent DNA synthesis assay, 10 min. Potency, µM (series often up to 107 µM), for inactives: at the top dose activity, negative = inhibition, actives largely listed as inhibitors. 0.53% of 400,000 active; note: % is set by controls: 0 for no effect and ±100 for the full control effect
#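 Inhibition of 10 nM Pol kappa is measured by a fluorescent read-out at 0 and 10 min following addition of 50 nM substrate (final), with a 15-min room-temperature compound preincubation.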
# Pol eta inh: DNA polymerase eta (human) inhibition; Q9Y253; recombinant Pol eta, fluorescent DNA replication assay; Potency, µM (highest dose often 114 µM), for the others: at the highest dose activity change, negative = inhibition, actives largely listed as inhibitors; 1.2% of 390,000 active; note: % is set by controls: 0 for no effect and ±100 for the full control effect
#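 Pol eta at 10 nM preincubated with compounds 15 min at room temperature; reaction started with fluorescent substrate (50 nM final) and read kinetically at 0 and 10 min.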
# BAZ2B block: blocks human BAZ2B | Q9UIF8 | AlphaScreen BAZ2B-H3K14Ac peptide displacement | Potency, µM (top dose mostly 114 µM), inactives show at the highest dose activity change, negative = inhibition, usual class: inhibitors | 4.4% of 360,000 active | AID 504333; note: % is set by controls: 0 for no effect and ±100 for the full control effect; nearly all actives have a fitted effect of over 60% in size
#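 AlphaScreen displacement: compounds (up to 110uM) incubated 30 min at room temperature with a preformed 50 nM BAZ2B/50 nM biotinylated H3K14Ac peptide complex in PBS pH 7.4 with Tween-20. Donor and acceptor beads at 10 ug/mL final added, 20 min light-protected before reading.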
# BLM inh: inhibitors of human Bloom syndrome helicase BLM; Potency, µM (series often up to 56.1 µM), inactives show at the top dose activity change, negative = inhibition, most hits filed as inhibitors; recombinant BLM DNA unwinding, fluorescence dequenching; 0.2% of 350,000 active;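 note: plate controls were vehicle for no effect and no enzyme for full effect; nearly all actives have a fitted effect of over 35% in size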
# Target sequence (P54132 whole entry, looked up): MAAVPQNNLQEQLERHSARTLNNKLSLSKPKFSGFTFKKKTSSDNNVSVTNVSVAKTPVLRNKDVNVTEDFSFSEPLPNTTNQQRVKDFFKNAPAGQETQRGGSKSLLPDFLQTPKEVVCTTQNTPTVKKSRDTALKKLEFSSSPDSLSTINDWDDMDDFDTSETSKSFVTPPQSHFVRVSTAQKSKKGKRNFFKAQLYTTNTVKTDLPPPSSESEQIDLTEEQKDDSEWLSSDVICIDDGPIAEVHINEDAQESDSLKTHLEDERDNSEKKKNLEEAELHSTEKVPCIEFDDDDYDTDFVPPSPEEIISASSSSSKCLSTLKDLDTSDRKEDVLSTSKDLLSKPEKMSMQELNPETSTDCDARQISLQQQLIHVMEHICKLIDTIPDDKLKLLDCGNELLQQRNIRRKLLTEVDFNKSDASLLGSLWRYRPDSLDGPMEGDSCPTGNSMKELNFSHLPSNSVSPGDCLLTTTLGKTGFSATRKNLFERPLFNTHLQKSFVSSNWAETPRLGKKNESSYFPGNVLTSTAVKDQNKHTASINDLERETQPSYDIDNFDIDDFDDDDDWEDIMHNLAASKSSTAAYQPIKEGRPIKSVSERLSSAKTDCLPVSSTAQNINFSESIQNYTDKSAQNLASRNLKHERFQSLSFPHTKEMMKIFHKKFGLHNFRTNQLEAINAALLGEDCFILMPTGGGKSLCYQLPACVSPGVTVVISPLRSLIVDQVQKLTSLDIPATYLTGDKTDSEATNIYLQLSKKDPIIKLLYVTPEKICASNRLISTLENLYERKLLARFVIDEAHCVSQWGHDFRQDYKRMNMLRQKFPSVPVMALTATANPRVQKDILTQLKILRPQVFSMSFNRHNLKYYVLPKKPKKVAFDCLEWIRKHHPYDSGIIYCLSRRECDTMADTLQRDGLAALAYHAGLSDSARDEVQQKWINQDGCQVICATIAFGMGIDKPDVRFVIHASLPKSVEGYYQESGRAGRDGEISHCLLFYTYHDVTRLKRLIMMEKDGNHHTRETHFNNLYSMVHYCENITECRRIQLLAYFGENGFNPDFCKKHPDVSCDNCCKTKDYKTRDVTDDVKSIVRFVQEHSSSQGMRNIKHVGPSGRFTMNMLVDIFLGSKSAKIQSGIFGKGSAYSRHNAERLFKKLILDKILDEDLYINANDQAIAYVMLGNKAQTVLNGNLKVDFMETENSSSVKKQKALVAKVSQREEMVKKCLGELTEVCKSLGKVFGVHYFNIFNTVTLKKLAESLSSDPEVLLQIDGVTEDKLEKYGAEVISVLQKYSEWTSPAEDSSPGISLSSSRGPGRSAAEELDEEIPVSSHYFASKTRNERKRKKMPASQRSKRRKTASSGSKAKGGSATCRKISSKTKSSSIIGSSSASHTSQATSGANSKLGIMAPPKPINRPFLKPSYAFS
# POLB inh: DNA polymerase beta (human) inhibition; Pol beta primer extension/strand displacement, fluorescence kinetic; Potency, µM (titrated, usually from 114 µM), for the others: top-dose activity change, negative = inhibition, most hits filed as inhibitors; P06746; 1.3% of 340,000 active; note: % is set by controls: 0 for no effect and ±100 for the full control effect
#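 Reaction started by 50 nM substrate onto compound-treated Pol beta (10 nM, 15 min preincubation, room temperature); plates read at 0 min and 10 min. Normalized concentration-effect data fitted by four-parameter Hill equation.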
# Pol iota inh: DNA polymerase iota (human) inhibition; Q9UNA4; AID 588590; 1% of 390,000 active; Potency, µM (titrated, usually from 115 µM), without a hit: at the highest dose activity, negative = inhibition, hits mostly inhibitors; Pol iota fluorescent replication assay, 10 min
#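 Fluorescent replication assay read twice, at 0 min and 10 min after adding 50 nM (final) substrate. Enzyme (10 nM) and compounds were first incubated 15 min at room temperature; enzyme-free buffer wells were negative controls.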
# G9a inh: G9a (human) methyltransferase inhibition; Q96KQ7; G9a H3K9 monomethylation, AlphaScreen, 2 h; Potency, µM (doses to about 102 µM), inactives show at the highest dose activity, negative = inhibition, most hits filed as inhibitors; 8.8% of 350,000 active; AID 504332; note: % is set by controls: 0 for no effect and ±100 for the full control effect; nearly all actives have a fitted effect of over 75% in size
#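 Methyltransferase reactions run at room temperature for 2 h (20 nM enzyme, 500 nM biotin-H3K9 peptide, 20 uM SAM) after a 15 min compound preincubation; product detected by AlphaScreen beads and anti-H3K9me1 antibody.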
# APE1 inh: blocks human APE1 abasic DNA cleavage | Potency, µM (top dose mostly 65.8 µM), inactives show at the top dose activity change, negative = inhibition, hits mostly inhibitors | recombinant APE1, TAMRA/BHQ-2 abasic DNA cleavage fluorescence | P27695 | AID 2517 | 0.35% of 350,000 active;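 note: plate controls were vehicle for no effect and reference inhibitor for full effect; nearly all actives have a fitted effect of over 55% in size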
#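 Quantitative HTS: incision of a TAMRA/BHQ-2 double-stranded substrate bearing a tetrahydrofuran abasic site by 0.75 nM APE1 raises fluorescence. Substrate 50 nM final, added after 15 min compound preincubation at room temperature; progress as third-minus-first kinetic read difference.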
# * hit, by the source's call; u = inconclusive; x = not tested or not shown; & = joins results of further samples; [ ] = another dose, or the depositor's remark. Calls come from the whole dose curve; as a rule, active = well fitted curve in the direction sought with a large enough effect; inconclusive = small, poorly fitted or top-dose-only effect, or another doubt; inactive = no such curve, though single readings can be large; an effect the other way counts as inactive or inconclusive. Potency is the fitted concentration of half-maximal effect.
SMILES,G9a inh,POLB inh,BAZ2B block,JMJD2A Tudor,BLM inh,POLK inh,APE1 inh,Pol eta inh,Pol iota inh
CCOc1ccc(/C=N/n2c(C)nc3ccccc3c2=O)cc1,-33%[2.33 µM],28%,-2%,-15%,-5%,16%,2%,-9%,2%
O=C(Nc1nccs1)c1ccc(S(=O)(=O)NCc2cccs2)cc1,-5%,32%[activator],-1%,-25%,-4%,-2%,-4%,1%,-8%
CCCOc1ccc(N2C(=O)CC(SCCN)C2=O)cc1 (stereo unspecified),3.5µM*,5%,-6%,-6%,-1%,-12%,2%,-13%,-2%
CCOc1c(Cl)cc(C(=O)Nc2ccccc2-c2ccccc2)cc1Cl,51%[activator][12.7 µM],-15%,9%,45%[activator],-4%,-7%,-4%,-23%,4%
CC(OC(=O)c1cccc(S(=O)(=O)N2CCOCC2)c1)C(=O)NC1CCCCC1C (stereo unspecified),u,x,24%,-1%,x,2%,12%,-22%,2%
Cc1cc2ccccn2c1C(=O)c1nc(NCc2ccco2)ncc1Cl,u,-1%,u,u,-9%,2%,-6%,-20%,36%[activator]
COC(=O)c1ccc(-c2ncc(-c3cccc4ccccc34)o2)cc1,-4%[59 µM],3%,41%[activator],45%[activator],-7%,-15%,-3%,-10%,19%
COC(=O)C1CCN(c2ccc([N+](=O)[O-])cc2)CC1,4%,7%,-17%,-3%,-3%,-8%,-4%,-17%,40%[activator]
Cc1ccc(CNC(=O)C2CCN(C(=O)Nc3ccccc3)CC2)cc1,1%,-21%,-20%,2%,-2%,6%,72%[activator],-9%,60%[activator]
C=CCNC(=O)Cn1nnc(-c2ccc(-c3ccc(OC)cc3)cc2)n1,x,-4%,10%,-3%,4%,-6%,-3%,8%,3%
COc1ccc2c(c1)CC/C(=C/c1ccncc1)C2=O,6%[59 µM],3%,-31%,-15%,2%,-20%,7%,19%,-15%
CCN(CC)c1ccc(NC2=C(Cl)C(=O)c3ccccc3C2=O)cc1,1.8µM*,33%,2.2µM*,2.5µM*,-19%,-7%,-2%,-16%,11%
CC(=O)NCC1CCN(C(=O)C2CCC(=O)N(CCc3cccc(F)c3)C2)CC1 (stereo unspecified),80%[activator],25%,6%,1%,-1%,-14%,16%,-22%,21%
Oc1ccc(-c2nc3c4c(ncn3n2)-c2ccccc2CC42CCCC2)cc1,10%[59 µM],44%,-18%,-28%,-11%,-13%,3%,1%,28%
CCOC(=O)C(Cc1ccccc1)NC(=O)Cn1nnc(-c2ccc(SC)cc2)n1 (stereo unspecified),10%[12.7 µM],-3%,5%,-10%,-10%,-11%,-4%,u,19%

# Further structures.
SMILES,G9a inh,POLB inh,BAZ2B block,JMJD2A Tudor,BLM inh,POLK inh,APE1 inh,Pol eta inh,Pol iota inh
COc1cc(/C=C(\C#N)c2nc3ccccc3[nH]2)ccc1OCc1ccccc1F,9%[59 µM],u,-12%,u,-22%,-26%,x,u,-18%
COC(=O)C1CCC(C)(C(=O)Nc2ccccc2)C1(C)C (stereo unspecified),8%[12.7 µM],6%,-5%,-1%,-2%,-14%,-3%,3%,18%
C=CC1C(OC2OC(CO)C(O)C(O)C2O)OC=C(C(=O)OC)C1CC1CC(=O)CC(CC(=O)CCc2ccc(O)cc2)O1 (stereo unspecified),15%[12.7 µM],-2%,2%,-21%,-1%,-6%,0%,-2%,20%
c1cncc(-c2nc(N3CCNCC3)c3ccccc3n2)c1,8%[0.501 µM],x,x,x,84%[activator],-1%[60.1 µM],-2%,x,x
Cc1oc2c(Cl)c(Cl)c(O)c(CN(C)C)c2c1C(=O)c1ccc(Cl)cc1,u,-11%,45µM*,u,-10%,-8%,40%,-10%,36%[activator]
CCCCn1nnnc1SCC(=O)Nc1ccc(F)cc1,1%,14%,5%,-1%,2%,-12%,2%,1%,17%
O=C(CC(=O)NCCc1ccccc1)NCCc1ccccc1,11%,3%,-20%,-12%,-2%,-1%,74%,-14%,18%
COc1ccccc1Nc1cc(C(=O)NC2CCCC2)c2ccccc2n1,13%[59 µM],27%&3%,0%,-6%&-6%,0%&1%,-10%&-9%,-2%,-7%&-6%,-8%&9%
CC(C)CC(=O)NC(=S)N1CCCCCC1,16%[59 µM],11%,1%,-13%,6%,-8%,-5%,0%,0%
COc1cccc(OC)c1C(=O)n1nc(C)cc1C,12%[59 µM],8%,-2%,1%,3%,-12%,18%,6%,4%
CCCCOC(=O)C1=C(C)NC2(O)c3ccccc3C(=O)C12O (stereo unspecified),-24%[12.7 µM],13%,-5%,11%,0%,-4%,-3%,3%,u
CCN(CC)C(=O)c1sc2c(c1C)c(=O)n(CCc1ccccc1)c(=O)n2Cc1ccc(C)cc1,-2%[59 µM],-10%,-5%,-5%,-10%,-1%[60.1 µM],x,-19%,-7%
CCc1ccc(OC(C)C(=O)N(Cc2ccco2)C2CCS(=O)(=O)C2)cc1 (stereo unspecified),11%,10%,5%,-14%,-2%,7%,34%,-7%,24%
N#Cc1ccc(C(=O)Nc2cccc3ncccc23)c(F)c1,u,23%,13%,3%,-3%,-4%,21%,-13%,127%[activator]
CN(C(=O)C=Cc1ccco1)c1ccccc1,x,x,x,-16%,x,-6%,x,-4%,9%

# Part of the list above, with two lines to a compound.
# The line under a structure holds: G9a inh	POLB inh	BAZ2B block	JMJD2A Tudor	BLM inh	POLK inh	APE1 inh	Pol eta inh	Pol iota inh
> CCc1ccc(OC(C)C(=O)N(Cc2ccco2)C2CCS(=O)(=O)C2)cc1 (stereo unspecified)
 : 11%	10%	5%	-14%	-2%	7%	34%	-7%	24%
> O=C(CC(=O)NCCc1ccccc1)NCCc1ccccc1
 : 11%	3%	-20%	-12%	-2%	-1%	74%	-14%	18%

# The list continues:
SMILES,G9a inh,POLB inh,BAZ2B block,JMJD2A Tudor,BLM inh,POLK inh,APE1 inh,Pol eta inh,Pol iota inh
CN(C)Cc1c(O)ccc2occ(C(=O)c3ccc(F)cc3)c12,28%[59 µM],8%,-10%,1%,4%,-7%,11%,-29%,21%
c1ccc2c(Oc3ccc4c(c3)OCO4)nncc2c1,-5%[59 µM],-9%,15%,-5%,-2%,-17%,2%,-11%,8%
CCOC(=O)N1CCN(C(=O)C(C)SCc2ccccc2)CC1 (stereo unspecified),14%,39%[activator],-3%,-8%,0%,-6%,0%,-11%,18%
Clc1ccccc1N=Nc1ccccn1,x,x,x,u,x,-14%,x,-17%,u
CCCc1cc(=O)n2[nH]c(NCc3c(F)cccc3Cl)nc2n1,u,1%&-1%,-6%&-10%,-26%&-28%,-1%&0%,-14%&-3%,5%,-8%&3%,2%&-14%
COc1ccc(NC(=O)Nc2cccc(C)n2)c(OC)c1,-24%,-1%&15%,12%&2%,-11%&-13%,-1%&-3%,-11%&-19%,49%,-5%&-12%,-21%&3%
COCCn1c(-c2cc(OC)c(OC)c(OC)c2)nc2oc3cc(OC)ccc3c(=O)c2c1=O,14%[59 µM],7%,-15%,-13%,-3%,-13%,-4%,2%,17%
COc1cccc(CNC(=O)CCc2nnc3ccc(NCCCN4CCCC4=O)nn23)c1,106%[activator],20%,-4%[57.1 µM],-11%,1%,-17%,-8%,10%,40%[activator]
COc1ccc(CCC(=O)Nc2ccc(N3CCOCC3)c(S(=O)(=O)Nc3ccc(OC)cc3)c2)cc1,x,x,x,-29%,x,-19%,x,-10%,-13%
O=S(=O)(Nc1ccncc1)c1ccc(Cl)c(Cl)c1,x,23%,2%,-8%,-10%,-6%,9%,-7%,-8%
Cc1ccc(-n2nc3cc(C)c(NC(=O)COc4ccccc4)cc3n2)cc1,-3%[59 µM],-1%,-2%,-17%,5%,-2%[60.1 µM],x,-6%,21%
O=C(CC1(O)C(=O)N(Cc2ccccc2)c2ccccc21)c1ccc2c(c1)OCO2 (stereo unspecified),-6%,12%,-24%,12%,-4%,-9%,2%,-16%,38%[activator]
CCOC(=O)c1ccc(NS(=O)(=O)c2ccc3c(c2)CCCN3C(C)=O)cc1,u,1%,-15%,-3%,0%,-11%,5%,8%,5%
Cn1nc(CC(=O)NCc2cccc3ccccc23)c2ccccc2c1=O,7%,0%,-9%,3%,0%,-5%,-1%,u,8%
COc1ccccc1N1CCN(C(=O)c2ccoc2C)CC1,-29%[12.7 µM],14%,-33%,-16%,-1%,2%,-1%,-4%,8%

# Further compounds
SMILES,G9a inh,POLB inh,BAZ2B block,JMJD2A Tudor,BLM inh,POLK inh,APE1 inh,Pol eta inh,Pol iota inh
O=c1cc(N2CCN(c3ccccc3)CC2)[nH]c(=O)n1-c1ccccc1Cl,-12%[59 µM],5%,-35%,-15%,-2%,3%,-3%,4%,-8%
O=C(COC(=O)C12CC3CC(CC(O)(C3)C1)C2)Nc1ccc(Br)cc1F,-9%[2.33 µM],x,2%,1%,x,8%,28%,-17%,4%
Cc1cc2nc(-c3ccc[nH]c3=O)n(Cc3cccc(F)c3)c2cc1C,7%[2.33 µM],18%,-2%,-21%,-3%,-3%,1%,2%,-10%
CCN(CC)CCn1c(=S)[nH]c2ccccc2c1=O,u,1%,13%,-17%,-1%,-9%,-3%,-7%,4%
CCN(CC)S(=O)(=O)c1ccc(NCCCn2ccnc2)c([N+](=O)[O-])c1,6%,14%,u,-24%,2%,3%,-1%,-23%,27%
C1=C(c2cccc3ccccc23)N2CCN=C2S1,u,36%,-31%,-21%,2%,-10%,0%,-1%,11%
Cc1ccn2c(CNCc3cnn(C)c3)c(C(=O)N3CCCCCC3)nc2c1,-5%,1%,-11%,-10%,1%,12%,56%[activator],-10%,-8%
COc1ccc2c(c1)c1nc3n(c(=O)c1n2CC(=O)Nc1ccccc1)CCCS3,x,68%,-13%,-14%,-7%,-3%,8%,1%,u
Cc1cccc(C(=O)NC(=S)N2CCN(C(=S)NC(=O)c3cccc(C)c3)CC2)c1,10%[59 µM],11%,4%,-20%,-2%,-6%,4%,-12%,23%
O=C(N/N=C/c1c(O)ccc2ccccc12)c1cccnc1,22%,-5%,-12%,50µM*,-2%,-9%,-24%,-17%,8%
COc1ccccc1NC(=S)NCC1CCCCC1,1%[59 µM],26%,-28%,u,-3%,-4%,-1%,-10%,-14%
S=c1sscc1-c1ccccc1,x,x,x,32µM*,x,-7%,x,-21%,57%[activator]
O=C(NC1CCCCCC1)c1cc(-c2ccccn2)nc2ccccc12,-12%,19%,-13%,-12%,-1%,-6%,12%,4%,-6%

# Screening data as filed in PubChem BioAssay.

# Not all compounds are listed, so the mix of outcomes need not match the whole.
